# D3 ag: D3 dopamine receptor (human) agonism. AID 652048. D3R DiscoveRx beta-arrestin cells, luminescence, 90 min. actives 0.58% (n = 410,000). P35462. max activation, %; in the data active = max activation above about 30%; also: 0% is about no effect; mostly tested at two doses, the higher about 12 µM
#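 Cells at 1500/well, incubated overnight, then treated with pinned compounds (dopamine as control) for 90 min at 37 degrees C. DiscoveRx reagent added for 30 - 60 minutes at room temperature; luminescence read.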
# WRN helicase inh: WRN helicase (human) inhibition; AID 651768; Q14191; WRN helicase unwinding, fluorescent forked duplex, kinetic; actives 0.46% (n = 360,000); Potency, µM (series often up to 114 µM), for the others: at the top dose activity change, negative = inhibition, most hits filed as inhibitors; also: potency is read from the fitted curve at half-maximal effect; % is scaled to controls: 0 for no effect and ±100 for the full control effect; nearly all actives have a fitted effect of over 55% in size
# Target sequence (Q14191 whole entry, looked up): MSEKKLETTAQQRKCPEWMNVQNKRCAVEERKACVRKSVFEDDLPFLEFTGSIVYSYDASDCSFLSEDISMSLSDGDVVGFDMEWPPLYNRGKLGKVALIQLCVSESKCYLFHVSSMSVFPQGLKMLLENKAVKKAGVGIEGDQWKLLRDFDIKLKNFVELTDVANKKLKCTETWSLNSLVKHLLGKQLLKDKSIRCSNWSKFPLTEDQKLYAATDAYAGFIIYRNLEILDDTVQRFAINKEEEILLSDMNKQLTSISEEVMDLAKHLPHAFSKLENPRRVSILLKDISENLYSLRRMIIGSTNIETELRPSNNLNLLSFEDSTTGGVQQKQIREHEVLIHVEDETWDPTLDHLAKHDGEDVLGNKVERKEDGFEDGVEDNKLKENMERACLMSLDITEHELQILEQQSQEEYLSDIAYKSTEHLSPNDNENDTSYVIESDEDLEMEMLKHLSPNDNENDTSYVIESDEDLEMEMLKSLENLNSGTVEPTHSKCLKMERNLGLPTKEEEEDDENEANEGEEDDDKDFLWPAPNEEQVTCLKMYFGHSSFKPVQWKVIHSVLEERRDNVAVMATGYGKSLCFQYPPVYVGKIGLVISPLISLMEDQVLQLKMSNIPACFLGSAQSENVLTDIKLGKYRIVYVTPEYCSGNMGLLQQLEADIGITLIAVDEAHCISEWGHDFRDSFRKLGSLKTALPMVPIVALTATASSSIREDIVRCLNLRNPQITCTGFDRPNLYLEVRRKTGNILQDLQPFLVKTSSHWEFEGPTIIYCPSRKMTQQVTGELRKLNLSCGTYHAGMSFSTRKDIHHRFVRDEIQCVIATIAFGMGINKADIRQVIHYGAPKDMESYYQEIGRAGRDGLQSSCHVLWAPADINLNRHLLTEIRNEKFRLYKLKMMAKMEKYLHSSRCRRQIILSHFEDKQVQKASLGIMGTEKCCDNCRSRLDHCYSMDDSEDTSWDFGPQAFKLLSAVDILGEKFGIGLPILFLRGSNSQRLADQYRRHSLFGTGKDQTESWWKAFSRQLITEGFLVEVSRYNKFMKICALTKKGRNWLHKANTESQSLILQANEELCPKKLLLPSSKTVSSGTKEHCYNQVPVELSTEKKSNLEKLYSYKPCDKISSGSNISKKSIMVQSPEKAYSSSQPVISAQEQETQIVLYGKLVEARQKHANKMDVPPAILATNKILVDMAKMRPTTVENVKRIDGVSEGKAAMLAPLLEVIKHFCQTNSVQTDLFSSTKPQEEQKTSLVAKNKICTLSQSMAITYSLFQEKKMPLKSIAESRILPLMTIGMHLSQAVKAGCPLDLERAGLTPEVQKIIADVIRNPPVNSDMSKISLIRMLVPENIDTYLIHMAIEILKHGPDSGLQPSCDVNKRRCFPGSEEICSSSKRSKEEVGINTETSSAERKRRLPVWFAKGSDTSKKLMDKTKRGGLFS
#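 WRN at 20 nM final was preincubated with compound for 15 min at room temperature; reaction started with 100 nM forked duplex oligonucleotide carrying fluorophore and quencher plus 2 mM ATP (final). Unwinding followed kinetically by red fluorescence (ex 525/em 598 nm).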
# GLP1R cytotox: cytotoxicity in counter-screen for GLP-1R inverse agonists; actives 0.13% (n = 410,000); AID 624418; HEK293 cAMP-luciferase reporter cells, luminescence, 24 h; Potency, µM (titrated, usually from 38.3 µM), without a hit: at the highest dose activity change, negative = inhibition, usual class: inhibitors;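 also: loss of luciferase light is scored as toxicity; potency is read from the fitted curve at half-maximal effect; % is scaled to controls: 0 for no effect and ±100 for the full control effect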
#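 Cells in DMEM/10% Nu serum/1% pen-strep, 1536-well format. Pre-incubated 12 h, dosed with 23 nL compound, incubated a further 24 h. Luciferase detection, 12 min at room temp, luminescence.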
# GLP-1R agonist: agonists of human GLP-1 receptor. HEK293 GLP-1R CRE-luciferase, luminescence, 4-6 h; cells express a hypersensitive GLP-1R form. actives 0.007% (n = 380,000). Potency, µM (series often up to 45.6 µM), for the others: top-dose activation, usual class: activators. P43220; also: potency is read from the fitted curve at half-maximal effect; % of control where 0% means no effect
# PI5P4Ka inh: PI5P4K alpha (human) kinase inhibition | actives 1.2% (n = 330,000) | max response, % | P48426 | AID 652105 | PI5P4Kalpha enzyme, ADP-Glo luminescence, 60 min; stronger effect = lower value; active = max response of -50% or lower; inconclusive = between -30% and -50%; inactive = -30% or higher; also: value at the top dose of about 77 µM; % is scaled to controls: 0 for no effect and ±100 for the full control effect
#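 Quantitative HTS of the MLSMR library against PI5P4Kalpha with substrate. ATP added last at 5 microM final; room temperature, 60 minutes. Remaining ATP depleted, ADP converted and read as luminescence.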
# DRD3 antagonist: D3 dopamine receptor (human) antagonism; AID 652054; D3R cells, DiscoveRx beta-arrestin luminescence, antagonist mode; stronger effect = lower value; max response, negative = inhibition, %; P35462; actives 2.5% (n = 360,000); in the data active = max response below about -50%; inconclusive = no clear call, values can overlap the other calls; also: % is scaled to controls: 0 for no effect and ±100 for the full control effect; mostly tested at two doses, the higher about 12 µM
#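 Cells expressing the human receptor were seeded at 1500 cells/well, incubated overnight at 37 degrees C in 5% CO2, then exposed to library compounds with dopamine controls for 90 minutes at 37 degrees C before luminescent detection.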
# GLP1R inv ag: inverse agonists of human GLP-1 receptor | HEK293 GLP-1R CRE-luciferase, luminescence, 24 h; GLP-1R form is constitutively active | P43220 | actives 1.6% (n = 410,000) | Potency, µM (doses to about 38.3 µM), for the others: at the highest dose activity change, negative = inhibition, hits mostly inhibitors | AID 624417; also: potency is read from the fitted curve at half-maximal effect; % is scaled to controls: 0 for no effect and ±100 for the full control effect; nearly all actives have a fitted effect of over 55% in size
#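 Cells are plated, allowed 12 hours at 37 deg C, then treated with compounds for 24 hr before luciferase detection reagent is added and luminescence is read after 12 min at room temperature. The HEK293 line carries constitutively active GLP-1R with a cAMP-responsive reporter.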
# PLK1 PBD inh: inhibitors of human PLK1 polo-box domain binding; Plk1 PBD binding of FITC phosphopeptide, fluorescence polarization; actives 2.8% (n = 360,000); P53350; Potency, µM, for inactives: max response, negative = inhibition, most hits filed as inhibitors; AID 720504; also: potency is read from the fitted curve at half-maximal effect; series mostly up to about 57 µM; % is scaled to controls: 0 for no effect and ±100 for the full control effect; nearly all actives have a fitted effect of over 65% in size
# IL2 activator: activators of IL-2; IL-2 activation reporter assay, cell-based qHTS; stimulated with anti-CD3/CD4/CD28 beads; in transgenic mouse T cells; actives 0.065% (n = 360,000); activation, % (series mostly up to about 46 µM); in the data active = activation above about 50%; inconclusive = mostly about 30% to 49%; also: 0% is about no effect
#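 Readout: EGFP and DsRed signals by fluorescent plate cytometry. Unstimulated transgenic mouse T cells received compound 60 min before antibody-bead stimulation, then incubated 18 h at 37 degrees C.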
# Starred values were filed as active, the others as inactive; i = inactive; ? = inconclusive; . = no result given; [ ] = another dose, or the depositor's remark. Unless noted, calls follow the shape of the dose curve; as a rule, active = well fitted curve in the direction sought with a large enough effect; inconclusive = small, poorly fitted or top-dose-only effect, or another doubt; inactive = no such curve, though single readings can be large; an effect the other way counts as inactive or inconclusive.
SMILES	D3 ag	WRN helicase inh	GLP1R cytotox	GLP-1R agonist	PI5P4Ka inh	DRD3 antagonist	GLP1R inv ag	PLK1 PBD inh	IL2 activator
S=C(NCCN1CCOCC1)NC1CCCCC1	-13.3	9.4%	4.5%	7.2%	-0.7	5.5	3.5%	1.2%	-0.2
COc1ccc(CCNCC(=O)Nc2ccc(OC(F)(F)F)cc2)cc1OC	11.4	6.1%	3.1%	0.0%	9.2	-18.0	?	-13.6%	-0.1
CCOc1ccc2[nH]cc(C(=O)N3CCN(C4CCCCC4)CC3)c(=O)c2c1	14.9	-1.3%	-16.5%	-5.2%	.	7.4	8.7%	-3.2%	-1.5
CCN(C(=O)COC(=O)COc1ccc2c(c1)CCC2)c1c(N)n(Cc2ccccc2)c(=O)[nH]c1=O	-2.3	-24.9%	-6.0%	-9.1%	4.2	11.0	46.4%[activator]	-2.8%	0.0
Cc1ccc(-n2c(N)c(Br)c(=O)[nH]c2=O)cc1C	10.3	-7.1%[57.1 µM]	-13.1%	7.3%	2.8	22.1	4.0%	5.7%	2.4
Cc1ccc(C)c(-n2c(-c3ccc(Br)cc3)csc2=NC(=O)c2ccccc2F)c1	1.7	-4.7%	1.5%	0.7%	9.0	6.7	?	-0.4%	-3.2
CCc1ccc(Nc2ncnc3sc4c(c23)CCCC4)cc1	-11.1	.	2.6%	13.9%	.	.	?	.	.
Cc1nn(-c2ccccc2)c(C)c1/C=N/O	1.8	-1.6%	-3.0%	15.6%	-6.2	-7.6	27.2%	-0.2%	0.4
O=C(/C=C/c1ccc(F)cc1)N1CCN(S(=O)(=O)/C=C/c2ccccc2)CC1	4.4	-6.1%	-3.5%	2.2%	-5.0	-3.1	2.8%	-1.7%	0.4
Cc1cccc(NC(=S)NC(C)(C)CC(C)(C)C)c1	-4.4	-6.1%	?	21.5%	13.7	-5.3	10µM*	-18.4%	-4.3
O=C(CSc1nnnn1-c1ccccc1F)NNC(=O)c1ccco1	-8.8	9.2%	16.3%	3.7%	3.4	0.0	1.8%	-13.9%	1.0
CCn1c(CNC(=O)c2ccc(OC)c(OC)c2)nnc1SCC(=O)Nc1ccc(OC)cc1	6.9	-30.9%[57.1 µM]	-9.5%[1.53 µM]	-1.7%	-5.4	12.3	8.9%	5.0%	3.4
COc1ccc(NC(=O)CNc2cccc(S(=O)(=O)N3CCCCCC3)c2)c([N+](=O)[O-])c1	4.9	-2.5%	-4.8%	17.8%	2.6	12.3	?	-11.4%	-0.6
COc1ccc2[nH]c3c(c2c1)CCN1C(=O)N([C@@H](C)C(=O)NC2CCCCC2C)C(=O)[C@]31C (some centres undefined)	-5.6	-5.0%	-5.5%	9.4%	-14.1	4.5	?	-9.5%	-2.0
COc1ccc(-c2nnc(SCC(=O)c3cc(C)n(Cc4cccs4)c3C)o2)cc1	13.1	-9.2%	58.0%[activator]	6.3%	9.6	22.5	-0.2%	-9.7%	0.4
CSc1cccc(NC(=O)NNC(=O)C2CCN(S(=O)(=O)N(C)C)CC2)c1	2.1	-6.1%	1.4%	0.0%	2.6	3.9	7.5%	-14.3%	-2.5
CC(C)CCOc1ccc(/C=C2\CCn3c2nc2cc(C(=O)O)ccc2c3=O)cc1	0.7	-21.7%	-10.7%	-1.3%	-25.2	32.8	-1.2%	?	-5.8
Cc1[nH]c2ccccc2c1C(=O)CSc1n[nH]c(N)n1	1.9	-17.6%	-3.2%[7.66 µM]	3.6%	8.4	-10.4	-15.8%[7.66 µM]	6.3%	-0.5
CS(=O)(=O)c1ccc(Cl)c(C(=O)NC2CCSc3ccccc32)c1 (centres undefined)	-0.4	0.8%	-4.3%	10.1%	-8.4	-20.1	-23.4%	-21.5%	-0.1
CCN(c1ccccc1)S(=O)(=O)c1ccc2[nH]c(=O)c(=O)[nH]c2c1	-8.6	-5.5%	-4.2%	1.7%	-11.5	-7.7	2.9%	-13.8%	-4.4
CCn1c(CC(=O)Nc2ccccc2)nnc1SCC(=O)Nc1nncs1	5.7	4.6%	-4.2%	12.2%	-8.6	3.1	-0.3%	-2.5%	0.1
CN(C(=O)COC(=O)c1ccc2c(=O)n3c(nc2c1)CCC3)c1ccccc1	6.1	1.1%	-9.1%	1.3%	-9.5	1.8	4.5%	-0.9%	-2.9
CCOc1ccc(/C=C\c2nc(O)c([N+](=O)[O-])c(=O)[nH]2)cc1OCC	-4.1	-10.3%[57.1 µM]	1.8%	-3.7%	-23.9	8.4	19.8%	2.1%	-3.9
O=S(=O)(/N=C(/Nc1cc(N2CCOCC2)ncn1)c1ccccc1)c1ccccc1	4.9	-11.6%[57.1 µM]	-7.0%	9.1%	-0.8	2.1	-2.0%	-2.1%	-0.7
O=C(COc1ccc2c3c(c(=O)oc2c1)CCC3)NCCN1CCOCC1	0.1	-1.9%	9.0%	-1.1%	0.3	-5.4	12.2%	-8.6%	-2.1
CC(C)Cc1ccccc1S(N)(=O)=O	5.5	2.1%	-14.1%	-1.5%	-2.9	-13.4	12.7%	-10.7%	-3.8
CCOc1ccc(CCN2C(=O)C(=O)N([C@@H](CC(C)C)CN3CCC[C@H]3CN3C(=O)C(=O)NC[C@@H]3CC(C)C)C[C@@H]2Cc2ccccc2)cc1	-2.7	-6.8%	2.6%	6.1%	3.4	-1.8	15.0%	-7.3%	-0.6
O=C1c2ccccc2C(=O)N1CCOc1ccccc1	-16.2	-15.0%	-12.7%	-13.9%	2.8	-21.9	2.4%	-6.3%	0.3
O=C(NCCCSc1ccccc1)c1cccnc1	-1.2	4.1%	-5.0%	-0.6%	-4.5	6.1	-21.2%	-2.0%	-2.9
CC(C)N1C(=O)NC2(c3ccccc3)N(C)C(=O)N(C)C12c1ccccc1 (centres undefined)	2.4	-2.6%	15.7%	8.6%	-5.1	2.4	19.9%	-5.1%	-0.5
COc1ccccc1-c1sc2cc3c(cc2c1-c1ccc2c(c1)OCO2)OCO3	0.0	1.6%	4.3%	2.7%	8.6	-29.9	?	-5.9%	0.7
CCN(CC)CCCNc1cc(C(F)(F)F)c(C#N)c2nc3ccccc3n12	-26.5	-23.7%	i	3.6%	5.0	10.0	-14.2%	-10.8%	-4.0
O=C(c1cc(N2C(=O)C3C4CCC(C4)C3C2=O)ccc1Cl)N1CCN(c2ccccc2)CC1 (centres undefined)	3.9	1.7%	-14.9%	-32.4%	2.0	3.0	-30.5%	-2.2%	0.0
CCCCNC(=O)Cn1cnc2ccc(S(=O)(=O)N3CCC(C)CC3)cc2c1=O	-8.1	-22.7%	-5.9%	1.0%	2.0	13.2	5.1%	-5.1%	-0.5
O=C(C1CCCN(Cc2cc(Br)ccc2O)C1)N1CCCCC1 (centres undefined)	-18.2	-5.9%	4.6%	-0.2%	12.4	-22.2	-11.0%	2.8%	5.0
c1ccc(SCCc2ccncc2)cc1	0.9	-1.1%	-4.9%	16.1%	6.8	36.5	10.8%	21.2µM*	-0.2
O=C(NCCN1CCN(c2ccccc2)CC1)Nc1cccc(Cl)c1	13.5	6.3%	-19.1%	22.6%	-2.2	?	2.51µM*	-7.7%	0.1
C(=Cc1c[nH]c2ccccc12)c1ccc2ccccc2n1	-8.6	-14.2%	191.2%[activator]	-5.7%	1.5	1.8	-98.6%	9.3%	0.1
CN(CCc1ccccn1)Cc1ccc(Cl)cc1Cl	-40.8	-26.4%	0.1%	-1.8%	.	-69.9*	-10.2%	1.5%	-1.1
CC(NC(=O)OC1CCCCC1)N1C(=O)C2C3C=CC(C3)C2C1=O (centres undefined)	-5.0	4.8%	-6.9%	-5.2%	3.3	0.0	-26.4%	-5.9%	-0.2
COc1ccc2oc(-c3ccncc3)cc(=O)c2c1	3.3	5.9%	-7.3%	23.8%	-8.1	-0.2	66.7%[activator]	3.3%	1.3
COc1ccc(NC(=O)/C(=C\c2cccs2)NC(=O)c2ccco2)cc1	0.7	9.3%	-3.5%	2.3%	-22.3	2.2	7.5%	21.2µM*	-2.0
Cc1ccc(C)c(NC(=O)c2cc3ccccc3o2)c1	2.8	2.0%	26.8%	1.2%	1.1	-16.1	-23.4%	-6.0%	1.3
CCNS(=O)(=O)c1ccc(NC(=O)Nc2cccc(C(F)(F)F)c2)cc1	-28.8	-10.2%	?	-5.7%	.	-17.7	?	-5.3%	0.2
Cc1ccc(C)c(-c2cc(C(=O)NCc3cccs3)c3ccccc3n2)c1	7.4	-13.9%	0.5%	-0.9%	.	19.6	-29.9%	-14.2%	-1.1
c1cc2cn[nH]c2cc1NC1CCCCCC1	-5.2	-11.7%	2.9%	0.2%	.	-29.4	9.7%	?	-1.1
O=C(NCCN1CCN(C(=O)C(c2ccccc2)c2ccccc2)CC1)C(=O)Nc1ccccc1	0.3	5.0%[57.1 µM]	15.1%	-5.3%	-3.7	0.5	34.9%[activator]	-7.7%	-4.0
CC(=O)NCc1ccc(S(=O)(=O)N/N=C/c2ccc(N(C)C)cc2)cc1	4.3	-15.4%[57.1 µM]	7.3%	0.5%	0.6	2.6	6.8%	3.2%	-4.6
Cc1ccc(NC(=O)CSc2nnc3c(n2)[nH]c2ccccc23)cc1	3.6	2.9%	3.9%	1.8%	-2.1	0.7	-12.5%	-0.8%	1.9
O=C(O)c1cc(NS(=O)(=O)c2ccc(N3CCCCC3)c([N+](=O)[O-])c2)cc(C(=O)O)c1	-7.9	-4.8%	6.6%	-1.0%	1.3	?	8.3%	-20.4%	-1.0
COc1cccc(NC(=O)CN(C)CC(=O)NCc2ccc3c(c2)OCO3)c1	-3.4	1.6%	0.0%	4.5%	-9.4	-26.1	-1.0%	3.3%	1.0
CCC(=O)Nc1nnc(-c2ccco2)o1	-4.1	1.6%	7.3%	-2.0%	0.0	3.9	3.2%	0.7%	-2.5
